# Screens deposited in PubChem BioAssay by several laboratories.
# MsrA inh: bovine MsrA inhibition; purified bovine MsrA, absorbance read-out; inhibition, % at 15.5 µM; hit rate 0.75% among 360,000; in the data active = inhibition above about 4.5%;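 note: 0% = vehicle wells with enzyme and 100% = reference inhibitor wells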
# eLon inh: inhibitors of E. coli Lon protease; hit rate 0.42% among 360,000; inhibition, % at 7.94 µM; P0A9M0; purified E. coli Lon protease, fluorescence polarization; AID 602123; in the data active = inhibition above about 13%, passing the limit was not always enough;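 note: 0% = enzyme with probe and DMSO and 100% = no enzyme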
# MLLE-PAM2 inh: inhibitors of microRNA-mediated deadenylation, human PABP1 MLLE binding. inhibition, % at 20 µM. hit rate 0.36% among 360,000. GST-MLLE / FITC-PAM2 fluorescence polarization; in the data active = inhibition above about 35%, passing the limit was not always enough;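 note: plate controls were DMSO wells with GST-MLLE for no effect and wells lacking GST-MLLE protein for full effect; some results filed as inactive read as strong as hits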
# Target sequence (P11940 whole entry, looked up): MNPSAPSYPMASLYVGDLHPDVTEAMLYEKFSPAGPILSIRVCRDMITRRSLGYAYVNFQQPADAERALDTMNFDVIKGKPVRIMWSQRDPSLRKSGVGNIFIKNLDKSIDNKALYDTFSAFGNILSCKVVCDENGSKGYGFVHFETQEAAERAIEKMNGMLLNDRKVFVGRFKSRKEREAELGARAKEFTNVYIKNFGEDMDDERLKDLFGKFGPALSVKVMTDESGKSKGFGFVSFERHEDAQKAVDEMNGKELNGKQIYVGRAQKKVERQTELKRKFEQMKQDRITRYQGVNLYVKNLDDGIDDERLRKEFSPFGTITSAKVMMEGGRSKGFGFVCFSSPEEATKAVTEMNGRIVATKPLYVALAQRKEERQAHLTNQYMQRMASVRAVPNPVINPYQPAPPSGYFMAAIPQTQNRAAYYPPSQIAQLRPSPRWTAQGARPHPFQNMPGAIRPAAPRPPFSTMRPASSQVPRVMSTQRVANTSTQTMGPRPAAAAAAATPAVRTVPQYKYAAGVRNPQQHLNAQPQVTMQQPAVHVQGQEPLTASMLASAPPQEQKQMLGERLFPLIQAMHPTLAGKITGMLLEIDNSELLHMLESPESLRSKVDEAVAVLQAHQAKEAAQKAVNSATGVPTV
# CendR NRP1 mod: alters CendR peptide binding to human NRP-1; O14786; FAM-RPARPAR peptide binding to NRP-1, fluorescence polarization; inhibition, % at 25 µM; hit rate 0.85% among 360,000; AID 602438;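 active = inhibition or corrected inhibition above about 18%, plus a signal ratio from 0.5 to 1.5, limit read from the data, passing the limit was not always enough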; note: strong numbers were not always called active
# bovine MsrA act: activators of bovine methionine sulfoxide reductase A; activation, % at 10.6 µM; purified bovine MsrA, absorbance read-out; hit rate 0.3% among 360,000; in the data active = activation above about 7.5%;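 note: 0% = vehicle and 100% = reference activator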
# TbMetRS inhib: blocks T. brucei methionyl-tRNA synthetase activity | purified T. brucei MetRS, ATP depletion, Kinase-Glo luminescence | inhibition, % at 11.9 µM | hit rate 0.4% among 360,000 | AID 624268;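 active = inhibition above a per-plate cutoff of the control wells' mean inhibition plus 3 SD, cut at about 5.5% in these data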;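 note: 0% = DMSO wells median and 100% = median of wells with control inhibitor compound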
#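 System: purified T. brucei MetRS enzyme / Detection: Kinase-Glo luciferase luminescence reporting remaining unconsumed ATP / Medium: HEPES buffer with MgCl2, KCl, DTT, spermine, BSA, pyrophosphatase / Replication: singlicate, one well per compound / Evaluation: percent inhibition relative to median high and low control wells / Schedule: 2 h aminoacylation at 25 °C after 15 min preincubation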
# SKN-1 block: inhibitors of C. elegans SKN-1 | C. elegans VP596 Pgst-4::GFP/RFP ratio, acrylamide-induced, 24 h | inhibition, % at 21.8 µM | hit rate 0.49% among 360,000;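 active = interference check ratio from 0.5 to 1.5 plus GFP to RFP signal ratio inhibition reaching or exceeding a fixed threshold, cut at about 30% in these data, passing the limit was not always enough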; note: some compounds called inactive have numbers as strong as hits
# FAS TE block: inhibitors of human fatty acid synthase thioesterase domain; P49327; recombinant FAS-TE, OMFH fluorogenic substrate, fluorescence endpoint; inhibition, % at 15 µM; hit rate 0.67% among 360,000; AID 602261;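 active = compounds whose normalised, plate-corrected inhibition of enzyme fluorescence in the single-dose primary screen is 50% or more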;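 note: 0% = DMSO with enzyme and 100% = substrate without enzyme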
# MT1-MMP act inh: MT1-MMP (human) activation inhibition. hit rate 0.061% among 360,000. GFP/RFP ratio change, % at 20 µM. AID 651647. HT1080 RFP-PRO-GFP cells, GFP/RFP ratio fluorescence, overnight; percent of plate control window, DMSO zero. P50281;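 active = GFP/RFP ratio change of at least 30% with cell ATP level not reduced by more than half and red fluorescence within 50% of control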; note: strong numbers were not always called active
#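 Test system: HT1080 cells expressing an RFP-PRO-GFP fluorescent reporter construct / Compound dosing: single-point 20 µM compound, 1% DMSO / Schedule: cells overnight before dosing, compound overnight, 37 °C, 5% CO2 / Evaluation: GFP/RFP fluorescence ratio / Control set: DMSO and RFP-L50D-GFP cell wells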
# Starred values were filed as active, the others as inactive; · = not tested or not shown.
smiles	MsrA inh	eLon inh	MLLE-PAM2 inh	CendR NRP1 mod	bovine MsrA act	TbMetRS inhib	SKN-1 block	FAS TE block	MT1-MMP act inh
O=C(COC(=O)c1ccc(S(=O)(=O)N2CCOCC2)cc1)Nc1nc(-c2ccccc2)cs1	-0.4	0	7	12	0	-0.1	5	17	2
Cc1ccc(CN2[C@@H](CC3CCCCC3)COCCS2(=O)=O)cc1	0.8	-6	14	15	-1	0.3	-12	24	0
CCCC(=O)Nc1ccc(NC(=O)c2ccco2)c(OC)c1	0.6	-2	3	9	-2	-0.7	2	-5	-7
O=C(Nc1ccc(F)cc1)C1CCN(C(=O)c2ccc(F)cc2)CC1	-0.9	8	17	3	-3	-0.5	-5	1	2
CCN(CC)C(=O)Cn1cc(SCC(=O)NC)c2ccccc21	-0.1	9	-20	9	-2	0.3	2	-7	4
COc1ccc(NC(=O)c2ccncc2)cc1S(=O)(=O)N1CCCCC1	0.3	5	-114	-3	0	-0.3	17	-3	7
CC1CCN(S(=O)(=O)CCNC(=O)c2ccccc2)CC1	-0.2	-2	-3	8	1	-0.4	16	-8	2
CCOc1ccc(NC(=O)CN(C)C(=O)c2sc3ccccc3c2Cl)cc1OCC	-1.4	-5	-2	6	-1	-0.3	-2	4	3
COc1ccc(/C=C/C(=O)Nc2nc(C)c(C(=O)N(C)C)s2)cc1OC	5.7*	6	1	4	-5	0.4	-10	-6	0
O=C(Nc1ccc2c(c1)OCO2)c1ccc(S(=O)(=O)N2CCCC2)cc1	2.2	5	8	5	-3	-0.5	7	-1	-1
O=C(O)c1cc(-c2ccccc2Cl)n(-c2ccc(F)cc2)n1	-0.7	-8	13	-2	-3	0.5	-1	-7	0
COc1cccc(N(CC(=O)Nc2cccc(N(C)S(C)(=O)=O)c2)S(C)(=O)=O)c1	-0.9	-1	9	1	-7	-0.8	6	-10	-3
O=C(Nc1ccn(Cc2c(F)c(F)cc(F)c2F)n1)c1cccc(Cn2cc([N+](=O)[O-])cn2)c1	2.1	1	17	-7	-2	-0.9	0	16	3
O=C(CCCC(=O)OCC(Cl)=C(Cl)Cl)Nc1ccccc1	0.7	-8	0	-23	-2	0.3	-16	5	-1
CC(=O)N(CCC(c1ccco1)C(C)C)Cc1ccc(Cl)cc1 (stereo not given)	0.5	0	5	10	-1	0.9	-4	20	-2
CCN(CCCNC(=O)C1CCN(S(=O)(=O)CC)CC1)c1cccc(C)c1	0.0	-5	16	-2	-1	-0.1	-1	-7	0
COc1cc(OC)cc(C(=O)NC(=S)Nc2nnn(C)n2)c1	0.6	14	30	2	3	0.7	-9	-6	0
CCCC(=O)c1cc(-c2nc3ccccc3n2C)n(C)c1	2.6	-5	1	0	-8	-1.0	-9	-9	-2
Cc1c2cnn(CC(=O)N3CCOCC3)c(=O)c2c(C)n1Cc1ccccc1F	0.5	-7	-3	0	-2	0.2	-3	-3	-1
CCn1nnc(NC(=O)C(C)(c2ccccc2)c2ccccc2)n1	0.2	-9	11	10	-3	-0.4	-11	-8	1
Cc1ccc(OCC(=O)N2N=C(C(F)(F)F)CC2(O)C(C)(C)C)cc1C (stereo not given)	-0.1	2	8	-14	-1	-0.6	0	13	6
CC(=O)NS(=O)(=O)c1ccc(NC(=O)CSc2ccc(C)cc2)cc1	-0.5	4	26	-2	0	0.3	-1	-2	7
Cc1cc(C)c(C)c(S(=O)(=O)NCCN2CCOCC2)c1C	0.7	13	2	-4	-1	-0.7	-12	-6	2
O=C(Nc1nnc(S(=O)(=O)N2CCN(c3ccc(F)cc3)CC2)s1)c1ccccc1	0.2	10	16	-4	-4	-0.1	11	0	9
COc1ccccc1CN1C(=O)CN(C2CCCC2)C(=O)C1c1ccc(F)cc1 (stereo not given)	0.1	-5	0	15	-12	-2.0	-2	2	·
CCOc1ccc(CCNC(=O)CCC(=O)N2CCSc3ccccc32)cc1OCC	0.2	5	1	-8	0	-1.3	-6	3	6
COc1ccc(CNC(=O)Cn2nc(C)n3cccc3c2=O)cc1	-0.1	-9	14	-1	1	0.3	-10	-4	1
Cc1[nH]c2ccccc2c1CCN(Cc1cccs1)C(=S)NC(C)(C)C	0.8	-7	-25	0	-3	-0.3	-2	24	1
CN(CC1CCOCC1)C(=O)CC1C(=O)NCCN1CC1CCCCC1 (stereo not given)	0.3	1	25	5	-4	0.0	9	-2	7
CC(C)Cn1nc(NS(=O)(=O)c2ccccc2)c2cc3ccccc3nc21	0.6	-1	4	2	-8	-1.5	-12	-5	-3
COc1ccc(S(=O)(=O)N2CCCC(C(=O)Nc3ccc(OC)c(OC)c3)C2)cc1 (stereo not given)	0.0	-1	3	6	0	-0.4	-1	-2	-24
O=C(CSc1nnc(-c2cccc(S(=O)(=O)N3CCCC3)c2)n1-c1ccccc1)Nc1cccc(C(=O)O)c1	-0.7	-14	-1	-11	0	0.3	-8	0	4
Cn1c(=O)c2c(nc(SCCNS(=O)(=O)c3ccccc3)n2C)n(C)c1=O	-0.1	-6	-2	6	-3	-0.5	-14	-6	1
Cn1cc(-c2csc(C(O)c3ccccc3)n2)cn1 (stereo not given)	-0.8	-2	7	3	-3	-0.2	0	-11	-1
O=C(Nc1ccc2c(c1)CCC2)C1COc2ccccc2O1 (stereo not given)	0.8	0	-2	-6	-1	0.0	-1	10	5
CCC1=NC(c2ccc(OC)cc2OC)N(O)C1(C)C (stereo not given)	2.9	-8	1	-7	-2	-0.3	6	-5	0
O=C(Nc1nc2cc3c(cc2s1)OCO3)c1cccc(N2C(=O)CCC2=O)c1	-1.9	3	6	2	-2	-0.3	-5	-2	0
Cc1ccc(C)c(S(=O)(=O)N2CCCC2CNC(=O)C(=O)NC2CCCC2)c1 (stereo not given)	0.7	3	5	-6	-2	-0.2	2	-1	4
Cc1ccc2nc(NCc3ccccc3)[nH]c2c1	-0.7	-1	-69	12	4	17*	0	-9	2
O=C(Cc1ccc(Cl)cc1)Nc1cccc(-c2nnc(-c3ccco3)o2)c1	0.4	0	-4	0	-5	-1.0	-11	-15	7

# A second format for part of the listing above:
# Results follow in this order: MsrA inh	eLon inh	MLLE-PAM2 inh	CendR NRP1 mod	bovine MsrA act	TbMetRS inhib	SKN-1 block	FAS TE block	MT1-MMP act inh
- COc1ccc(S(=O)(=O)N2CCCC(C(=O)Nc3ccc(OC)c(OC)c3)C2)cc1 (stereo not given)
    0.0	-1	3	6	0	-0.4	-1	-2	-24
- O=C(CSc1nnc(-c2cccc(S(=O)(=O)N3CCCC3)c2)n1-c1ccccc1)Nc1cccc(C(=O)O)c1
    -0.7	-14	-1	-11	0	0.3	-8	0	4
- Cn1c(=O)c2c(nc(SCCNS(=O)(=O)c3ccccc3)n2C)n(C)c1=O
    -0.1	-6	-2	6	-3	-0.5	-14	-6	1
- Cn1cc(-c2csc(C(O)c3ccccc3)n2)cn1 (stereo not given)
    -0.8	-2	7	3	-3	-0.2	0	-11	-1
- O=C(Nc1ccc2c(c1)CCC2)C1COc2ccccc2O1 (stereo not given)
    0.8	0	-2	-6	-1	0.0	-1	10	5
- CCC1=NC(c2ccc(OC)cc2OC)N(O)C1(C)C (stereo not given)
    2.9	-8	1	-7	-2	-0.3	6	-5	0
- O=C(Nc1nc2cc3c(cc2s1)OCO3)c1cccc(N2C(=O)CCC2=O)c1
    -1.9	3	6	2	-2	-0.3	-5	-2	0
- Cc1ccc(C)c(S(=O)(=O)N2CCCC2CNC(=O)C(=O)NC2CCCC2)c1 (stereo not given)
    0.7	3	5	-6	-2	-0.2	2	-1	4
- Cc1ccc2nc(NCc3ccccc3)[nH]c2c1
    -0.7	-1	-69	12	4	17*	0	-9	2
- O=C(Cc1ccc(Cl)cc1)Nc1cccc(-c2nnc(-c3ccco3)o2)c1
    0.4	0	-4	0	-5	-1.0	-11	-15	7

# Further structures
smiles	MsrA inh	eLon inh	MLLE-PAM2 inh	CendR NRP1 mod	bovine MsrA act	TbMetRS inhib	SKN-1 block	FAS TE block	MT1-MMP act inh
O=C1CC(c2ccccc2)CC(O)=C1C=Nc1cccc(Cl)c1 (stereo not given)	3.1	-5	-18	-3	-4	-0.2	25	35	0
COc1ccc(S(=O)(=O)NCC(c2ccco2)N2CCc3ccccc32)cc1 (stereo not given)	1.6	2	-1	1	-5	-0.4	20	19	-1
CCCNC(=O)c1c(CSc2ccccc2)noc1C(=O)NCc1ccccc1	0.3	-2	-7	-4	-5	0.2	-4	26	2
CCOC(=O)C(NC(=O)CC)(Nc1ccc(S(=O)(=O)Nc2onc(C)c2C)cc1)C(F)(F)F (stereo not given)	2.5	-5	-6	1	-2	-0.2	-21	0	3
COc1ccc(NC(=O)CN2CCN(C3c4ccccc4-c4ccccc43)CC2)cc1	1.7	2	5	-1	-2	-0.5	18	26	-1
CC(C)C[C@@H](CN1CCC[C@@H]1CN1C(=O)C(=O)NC[C@@H]1Cc1ccccc1)N1C[C@H](Cc2ccccc2)N(CC2CCCCC2)C(=O)C1=O	3.1	-3	·	-1	-2	-0.8	2	6	-5
O=C(CSc1cccc2cccnc12)OCC(=O)c1ccc(Br)cc1	0.8	-3	-6	-16	1	-0.2	10	13	-11
CC1(C)CC(=O)C2=C(C1)NC(=O)CC2	1.9	-2	7	10	-7	-1.4	-3	-4	-1
CCC(C)(C)n1nnnc1CN1CCN(c2nc3ccc(C)cc3cc2C#N)CC1	-1.1	3	-6	-6	-1	-0.2	20	18	2
CCCOC(=O)Cc1c(O)c2ccccc2[nH]c1=O	-0.4	3	9	-1	-4	-0.8	19	-10	-3
Nc1ccccc1C(=O)/C=C/c1ccc2c(c1)OCO2	1.0	2	-3	-9	-4	-0.1	7	0	1
C=CCn1c(SCC(=O)NC2CCCCC2)nnc1-c1ccc(OC)cc1	0.4	1	7	5	-3	-0.1	-3	-5	17
COCCCNC(=O)c1cc(C(=O)c2ccccc2Br)c[nH]1	0.7	0	6	-3	-3	-0.5	12	-4	-2
Cc1[nH]n(-c2ccccc2)c(=O)c1/C=N/NC(=O)c1cccc(F)c1	3.7	0	2	5	-13	-0.5	6	7	4
CCOC(=O)c1cc(-c2ccccc2)sc1NC(=O)COC(=O)c1cccc(S(N)(=O)=O)c1	-1.3	-8	4	-4	-2	-0.4	6	9	-4
Cc1ccnc(NC(=O)CC(NC(=O)c2ccccc2Cl)c2ccccc2)c1 (stereo not given)	3.4	-3	8	-11	-2	0.0	14	-6	-7
O=C1c2ccccc2C(=O)N1CCC#C/C=C1\c2ccccc2C(=O)N1c1ccccc1	-0.4	-4	-16	-19	-1	-0.9	-2	10	0
Cc1nc(N2CCOCC2)[nH]c(=O)c1C(O)C(Cl)(Cl)Cl (stereo not given)	0.0	-5	-3	3	-5	-0.1	-1	-6	4

# Profiles from above. Screens in order: MsrA inh | eLon inh | MLLE-PAM2 inh | CendR NRP1 mod | bovine MsrA act | TbMetRS inhib | SKN-1 block | FAS TE block | MT1-MMP act inh
# `COc1ccc(NC(=O)c2ccncc2)cc1S(=O)(=O)N1CCCCC1` as listed: 0.3 | 5 | -114 | -3 | 0 | -0.3 | 17 | -3 | 7
# `COc1cccc(N(CC(=O)Nc2cccc(N(C)S(C)(=O)=O)c2)S(C)(=O)=O)c1` as listed: -0.9 | -1 | 9 | 1 | -7 | -0.8 | 6 | -10 | -3
